# A-T KAP1 phos = qHTS Assay for Identifying a Potential Treatment of Ataxia-Telangiectasia | […] A-T fibroblasts, KAP-1 phosphorylation AlphaLISA; neocarzinostatin DNA damage 30 min before lysis | Potency, µM (doses to about 57.5 µM), without a hit: at the highest dose activation, usual class: activators | hit rate 0.19% among 320,000; further: potency means the concentration at half of the fitted maximal effect; % of control where 0% means no effect; nearly all actives have a fitted effect of over 45% in size
#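 hTERT-immortalized A-T patient fibroblasts ([…]), 500 cells/well in OPTI-MEM, 1% FBS, got compounds for 60 min, then NCS for 30 min at 37C. Lysates were then assayed for phospho-KAP-1 by AlphaLISA (anti-pKAP1 donor, anti-KAP1 acceptor beads), 6 hr at 25C.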
# KCNH2 3.1 inh = qHTS for Inhibitors of KCHN2 3.1: Mutant qHTS; hit rate 0.95% among 340,000; activity change, % (tested at about 1.8 µM); Potassium voltage-gated channel subfamily H member 2, brain isoform KCNH2 3.1 (human); U2OS KCNH2 3.1, thallium flux FluxOr; active compounds read low; AID 720553, 2013;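 active means maximum activity change below -70%; inconclusive means maximum activity change from -70% to -50%; inactive means maximum activity change above -50%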;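 further: thallium influx rate constant from kinetic fluorescence after stimulation buffer; on the % scale 0 is the no-effect control and ±100 the full control effect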
#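 Thallium flux via FluxOr fluorescence (Red40 quencher, 45 min loading) in U2OS cells virally expressing the KCNH2 3.1 isoform (1.77 x 10^8 /mL virus, overnight at 37 C). Rate constants from 2-min kinetic reads post-stimulation, normalised to positive and negative controls.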
# GALK inh = qHTS Assay for Inhibitors of Human Galactokinase (GALK); P51570; Purified GALK, Kinase-Glo residual ATP luminescence; Potency, µM (top dose mostly 57.5 µM), for the others: at the top dose activity change, negative = inhibition, hits mostly inhibitors; hit rate 0.007% among 270,000; further: potency means the concentration at half of the fitted maximal effect; on the % scale 0 is the no-effect control and ±100 the full control effect
#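 Luminescence from leftover ATP (Ultra-Glo luciferase/luciferin) served as read-out after a 1 h room-temperature reaction of 5 nM GALK with 35 uM ATP and 100 uM galactose.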
# a7 integrin act = qHTS for Activators of Integrin-Mediated Alleviation for Muscular Dystrophy; AID 624291, 2012; hit rate 0.064% among 350,000; alpha7betagal myoblasts, beta-gal FDG fluorescence, 48 h; Potency, µM (top dose mostly 38.3 µM), without a hit: at the highest dose activation, most hits filed as activators;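 further: potency means the concentration at half of the fitted maximal effect; 100% = response of the positive control SU9516; nearly all actives have a fitted effect of over 60% in size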
#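 Alpha7betagal+/- myoblasts (passage 13) were plated 16-24 hr, then exposed to compounds (1:260 dilution of DMSO stock) for 48 hours at 37C. After MPER lysis, β-galactosidase reporter activity was read as FDG fluorescence (ex 480/em 540) after 30 minutes.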
# KCNH2 WT inh = qHTS for Inhibitors of KCHN2 3.1: Wildtype qHTS. hit rate 0.37% among 340,000. U2OS, BacMam KCNH2, thallium flux FluxOr; active compounds read low. activity change, % at 1.84 µM;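 active means maximum activity change below -70%; inconclusive means maximum activity change between -70% and -50%; inactive means maximum activity change above -50%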; further: on the % scale 0 is the no-effect control and ±100 the full control effect
#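 U2OS cells were transduced with wild-type KCNH2 virus (2.03 x 10^8 / mL) for 4 h at room temperature, then cultured overnight at 37 C. Thallium flux was read with FluxOr dye. Rate constants were normalized to DMSO controls.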
# CXXC DNA block = qHTS Fluorescence Polarization Assay for Inhibitors of MLL CXXC domain - DNA interaction; hit rate 0.037% among 290,000; AID 2662, 2010; Histone-lysine N-methyltransferase 2A (Homo sapiens), Q03164; Potency, µM (top dose mostly 115 µM), inactives show top-dose activity change, negative = inhibition, hits mostly inhibitors; MLL-CXXC / FITC-HOXA9 DNA fluorescence polarization; active means well fitted inhibition curve with a large enough effect in the polarisation, with a control signal flat, not every such curve was filed as active; inconclusive means small, poorly fitted or top-dose-only effect, or effect the other way, or a change in a side signal; inactive means no such curve, though single readings can be large or run the other way; the % refers to the polarisation; further: potency means the concentration at half of the fitted maximal effect
#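 Fluorescence polarization: 7 uM MLL-CXXC (stock) preincubated 5 min with compounds, then 50 nM fluorescein-HOX-A9 DNA (stock) added; 30 min ambient. Buffer 50 mM Tris-HCl pH 7.5, 50 mM NaCl, 1 mM DTT, 0.05% BSA.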
# ASM inhibitor = Inhibitors of Secretory Acid Sphingomyelinase (S-ASM): qHTS; AID 504937, 2011; placental ASM, HMU-PC fluorogenic substrate, 60 min; Potency, µM (top dose mostly 57.5 µM), for inactives: at the highest dose activity change, negative = inhibition, usual class: inhibitors; hit rate 0.006% among 340,000; further: potency means the concentration at half of the fitted maximal effect
# Target sequence (P17405 47-631 limits assumed): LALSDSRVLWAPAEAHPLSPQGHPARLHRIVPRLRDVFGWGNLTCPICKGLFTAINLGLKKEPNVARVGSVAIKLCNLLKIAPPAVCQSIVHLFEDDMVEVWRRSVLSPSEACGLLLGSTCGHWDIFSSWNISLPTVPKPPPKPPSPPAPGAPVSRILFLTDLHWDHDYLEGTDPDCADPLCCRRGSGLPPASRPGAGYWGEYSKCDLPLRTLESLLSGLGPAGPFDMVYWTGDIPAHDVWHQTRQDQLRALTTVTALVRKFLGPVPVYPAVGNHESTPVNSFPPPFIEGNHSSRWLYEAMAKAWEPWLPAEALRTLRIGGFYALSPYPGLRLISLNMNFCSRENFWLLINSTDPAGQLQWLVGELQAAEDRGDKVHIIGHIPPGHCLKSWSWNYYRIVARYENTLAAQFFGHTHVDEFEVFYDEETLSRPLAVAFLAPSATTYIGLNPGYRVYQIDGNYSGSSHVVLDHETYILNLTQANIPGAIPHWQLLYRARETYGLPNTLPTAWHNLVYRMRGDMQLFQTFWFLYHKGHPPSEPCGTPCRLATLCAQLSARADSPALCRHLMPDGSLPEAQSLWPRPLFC
#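 Steps: dispense placental human ASM, pin compound, wait 10 min at room temperature, add HMU-PC0 substrate at 9 uM final, incubate 60 min at 37 °C, add stop solution raising pH to 10, read fluorescence.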
# MBNL1 CUG block = qHTS Assay for Inhibitors of MBNL1-poly(CUG) RNA binding. TR-FRET MBNL1-His/biotin-(CUG)12 binding, 665/545 ratio. AID 2675, 2010. Muscleblind-like protein 1 (Homo sapiens), Q9NR56. hit rate 0.036% among 280,000. Potency, µM (titrated, usually from 57.5 µM), for inactives: at the top dose activity change, negative = inhibition, hits mostly inhibitors; active means well fitted inhibition curve with a large enough effect in the signal ratio, with a control signal flat, not every such curve was filed as active; inconclusive means small, poorly fitted or top-dose-only effect, or effect the other way, or a change in a side signal; inactive means no such curve, though single readings can be large or run the other way; the % refers to the signal ratio; further: potency means the concentration at half of the fitted maximal effect; on the % scale 0 is the no-effect control and ±100 the full control effect
# Target sequence (Q9NR56 whole entry, looked up): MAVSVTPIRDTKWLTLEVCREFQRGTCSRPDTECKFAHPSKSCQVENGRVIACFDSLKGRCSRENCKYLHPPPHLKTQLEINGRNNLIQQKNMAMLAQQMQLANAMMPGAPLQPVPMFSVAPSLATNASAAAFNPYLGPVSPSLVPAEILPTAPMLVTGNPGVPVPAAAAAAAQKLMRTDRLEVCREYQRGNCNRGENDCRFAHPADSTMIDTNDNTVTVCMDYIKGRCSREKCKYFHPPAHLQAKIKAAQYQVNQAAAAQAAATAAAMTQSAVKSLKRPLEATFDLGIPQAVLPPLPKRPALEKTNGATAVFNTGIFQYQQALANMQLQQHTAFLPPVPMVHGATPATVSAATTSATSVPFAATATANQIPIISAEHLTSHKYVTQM
#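 Inhibition of protein-RNA binding appears as loss of TR-FRET between terbium anti-His antibody on MBNL1-His and streptavidin-XL665 on biotin-(CUG)12. Activity is normalized to buffer-only and uninhibited-complex controls.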
# FBPA coupling cs = qHTS Assay for Inhibitors of Fructose-1,6-bisphosphate Aldolase from Giardia Lamblia: Coupling assay counterscreen; coupling enzyme system counterscreen, AmpLite Red fluorescence; activity change, negative = inhibition, % at 58.2 µM, hits read low; hit rate 0.67% among 290,000; AID 2472, 2010; in the data active means activity change below about -30%; further: on the % scale 0 is the no-effect control and ±100 the full control effect
#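 Counterscreen lacking aldolase: glyceraldehyde-3-phosphate coupling-enzyme reagent preincubated 10 min at RT with compound (at 57.5 uM final), then substrate/coupling system with AmpLite Red added; fluorescence read at 525/598 nm after 20 min RT.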
# TRPV1 ag = HTS Assay for Compounds that Act as Agonists of the Vanilloid Receptor 1; TRPV1-expressing cells, Fluo-8 calcium influx, agonist mode; activation, % at 8.33 µM; hit rate 0.19% among 320,000; AID 540275, 2011; in the data active means activation above about 80%; inconclusive means between about 30% and that limit; further: 0% is about no effect
#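 Cells expressing TRPV1 were dye-loaded with Fluo-8 and read kinetically: 10 s baseline, 3 min after compound (agonist portion), then 2 min after EC20 capsaicin (allosteric enhancer portion). Calcium-bound dye fluorescence at 480/520 nm.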
# The depositor's hits bear a star; i = inactive; ? = inconclusive; . = no result given; & = joins results of further samples; [ ] = remark or other dose. Unless noted, the call rests on the fitted dose curve; in most records, active means well fitted curve in the direction sought with a large enough effect; inconclusive means small, poorly fitted or top-dose-only effect, or another doubt; inactive means no such curve, though single readings can be large; an effect the other way counts as inactive or inconclusive. No enrichment for hits; any-hit rate near 2%.
SMILES,A-T KAP1 phos,KCNH2 3.1 inh,GALK inh,a7 integrin act,KCNH2 WT inh,CXXC DNA block,ASM inhibitor,MBNL1 CUG block,FBPA coupling cs,TRPV1 ag
Cc1cc(C)nc(N2C(=O)CC(C(=O)O)NC2=NCCc2c[nH]c3ccccc23)n1 (stereo not given),-13%,8,5%,-4%,-5,-2%,-1%,3%,0,-2
CCC[C@@H](NS(=O)(=O)c1ccc(C)cc1)C(=O)Oc1ccc2c3c(c(=O)oc2c1)CCC3,3%,1,0%,22%,-1,-4%,.,10%,-8,-9
CCOC(=O)c1cc2c(=O)n3cccc(C)c3nc2n(Cc2ccco2)c1=NC(=O)c1ccccc1,-2%,-8&-5,-4%,?,-9&11,23%,94%[activator],-5%,.,-2
Cn1c(-c2ccc(F)cc2)cnc1NCc1ccccc1F,-21%,13,-3%,1%,7,16%,6%,4%,0,10
CN(C)C(CNC(=O)c1cc(S(=O)(=O)N(C)Cc2ccccc2)ccc1Cl)c1ccco1 (stereo not given),3%,-9,.,-28%,13,.,0%,.,.,6
c1ccc2c(c1)CNC1(CCCCC1)C2,16%,-7,-4%,22%,0,1%,0%,-8%,1,-1
COc1cc(C(=O)Nc2ccc(NC(=O)C3CC3)nc2)cc(OC)c1OC,0%,-1,1%,-40%,-2,1%,-3%,-13%,0,-3
CCCc1cc(=O)[nH]c(SCC(=O)N2c3ccccc3CC2C)n1 (stereo not given),-9%,12,.,12%,-8,.,-3%,.,.,.
O=C(Nc1ccncc1)c1ccc(Cl)cc1,6%,-18,1%,-25%,1,?,3%,3%,-3,?
COC(=O)NCc1cc2cc(Cl)ccc2[nH]1,.,-2,-3%,-7%,4,4%,-1%,40µM*,6,0
O=C(C[n+]1ccc2c(c1)nnn2-c1ccccc1)c1ccc(Cl)cc1,7.9µM*,-5,4%,?,2,0%,-1%,?,-12,0
COc1cccc(NC(=O)CCc2nc(-c3cccs3)no2)c1,11%,1,-3%,5%,6,-3%,2%,-20%,1,?
Cc1ccc(OCC(=O)Nc2ccc(F)cc2)c([N+](=O)[O-])n1,-2%,-2,-2%,-2%,-33,3%,-1%,?,-1,2
O=C1c2ccccc2-c2onc3ccc(Oc4ccccc4)c1c23,7%,-16,-1%,0%,-5,?,-14%,?,0,9
O=C(NCCSc1ccccc1)c1ccccc1F,.,32,.,-12%,-3,.,-1%,.,.,.
CON(C)C(=O)CCN(C(=O)OC(C)(C)C)c1ccccc1,0%,-3,.,0%,3,.,6%,.,.,.
Nc1nc(N)nc(-c2cccc(Cl)c2)n1,-2%,.,.,-11%,.,.,1%,.,.,0
O=C(C1CC(=O)N(c2ccc(F)cc2)C1)N1CCN(c2ccc(F)cc2)CC1 (stereo not given),-1%,8,6%,-7%,24,-2%,.,-4%,.,0
Cc1cc(NC(=O)c2ccccc2Cl)ccc1NC(=O)c1ccccc1Cl,4%,4,1%,-26%,-8,11%,-5%,-4%,1,6
O=C(COc1ccccc1)NNc1nc2ccccc2s1,-5%,-17,5%,-19%,-3,4%,-1%,-6%,-1,2
NC(=O)c1ccccc1NC(=O)CN1CCOCC1,4%,-4,0%,18%,3,0%,1%,-5%,-3,-7
CCOc1ccc(S(=O)(=O)N2CCCCC2)c(C)c1C,3%,7,-4%,-18%,-1,-5%,0%,0%,-1,2
CN(c1ccccc1C(=O)Nc1ccccc1-c1ccccc1)S(C)(=O)=O,-3%,-19,3%,19%,5,4%,-1%,-5%,2,1
Cc1ccccc1-c1nnc(SCC(=O)N2CCCC2)o1,-3%,2,1%,35%,9,-9%,2%,1%,1,22
CC1=CC(=C(C#N)C#N)C=C(C)N1CCC(C)C,-2%,9,-2%,-17%,-23,-1%,3%,-2%,4,0

# Next part, overlapping the part above by 2 compounds.
SMILES,A-T KAP1 phos,KCNH2 3.1 inh,GALK inh,a7 integrin act,KCNH2 WT inh,CXXC DNA block,ASM inhibitor,MBNL1 CUG block,FBPA coupling cs,TRPV1 ag
Cc1ccccc1-c1nnc(SCC(=O)N2CCCC2)o1,-3%,2,1%,35%,9,-9%,2%,1%,1,22
CC1=CC(=C(C#N)C#N)C=C(C)N1CCC(C)C,-2%,9,-2%,-17%,-23,-1%,3%,-2%,4,0
CCOc1ccc(C(=O)N[C@H](C(=O)Nc2ccc(S(=O)(=O)Nc3nccs3)cc2)C(C)C)cc1,6%,-1,.,17%,-9,.,-2%,.,.,.
CC(C)CN(C(=O)CSc1nnc(-c2ccco2)o1)c1c(N)n(Cc2ccccc2)c(=O)[nH]c1=O,-4%,-3,8%,?,-1,0%,1%,.,2,7
Cc1cccnc1NC(=O)C1COc2ccccc2O1 (stereo not given),4%,1,-1%,-11%,-4,13%,2%,-4%,1,2
O=C1CCN(Cc2ccccc2)CCN1CCOc1ccccc1,-3%,-29,.,0%,-13,-1%,0%,3%,5,7
Cc1ccc(-n2c(SCC(=O)NCCN3C(=O)CSC3=O)nnc2-c2ccccc2)cc1C,0%,-39,-5%,-4%,-10,20%,5%,?,8,0
COc1cc(-c2n[nH]c(=O)o2)cc(OC)c1OC,-1%,9,-2%,6%,-6,-3%,6%,8%,2,-2
Cc1cc2c(cc1S(=O)(=O)NCc1ccc(N(C)C)cc1)OCC(=O)N2,-17%,9,.,-12%,-1,.,0%,-2%,0,-7
CC(=O)N1CCc2cc(Br)cc(S(=O)(=O)N3CCN(C(=O)c4ccco4)CC3)c21,-1%,8,-3%,-12%,3,2%,4%,7%,0,-4
CN(C)c1c2ccccc2nc2c(F)c(F)c(F)c(F)c12,-3%,2,-3%,-68%[inhibitor],-10,10%,.,13%,0,8
CCOCCCNC(=O)CCC(=O)NNc1nc2ccccc2c2nc(C)nn12,9%,-3,-1%,12%,-1,-14%,3%,2%,-1,2
CC(=O)NS(=O)(=O)c1ccc(NC(=O)CCC2CCCC2)cc1,-3%,-1,0%,24%,24,-3%,-3%,-10%,4,0
c1ccc2c(N3CCOCC3)nc(N3CCOCC3)nc2c1,.,3,-1%,10%,-6,-1%,i,-1%,4,2
O=[N+]([O-])c1ccc(COc2ccc(-c3[nH]ncc3-c3ccccc3)c(O)c2)cc1,31%,-4,-1%,-7%,1,-5%,2%,-19%,5,-2
CC(=O)COc1cccc2ccc(/C=C/c3ccc(Br)s3)nc12,12%,1,-4%,0%,-6,14%,119%,?,0,19
COc1ccc(OC)c2c(C)cc(N3CCCCCC3)nc12,-4%,3,-1%,-37%,8,2%,113%[activator],4%,2,24
NC(=O)c1nsc(C(=O)N(CC(=O)NC2CCCC2)c2cccc(C(F)(F)F)c2)c1N,14%,-37,-1%,-2%,-1,-16%,.,21%,4,-3
COc1cc(N2Cc3ccccc3C2)ccc1C=O,1%,-3,5%,13%,-8,2%,0%,5%,2,-1
CN1N=C(C(=O)Nc2ccc3c(c2)CCC3)CCC1=O,-3%,10,13%,-7%,-1,2%,-2%,-1%,2,26
Cc1cc(C)c(C)c(OCCN2CCOCC2)c1,-2%,9,-2%,24%,-2,9%,1%,2%,3,-1
CCc1cc2c(NC(Cc3ccccc3)C(=O)O)nc(C)nc2s1 (stereo not given),-1%,-2,-5%,-20%,-6,13%,3%,-8%,8,7
O=C(COC(=O)C1=Cc2ccccc2OC1)NCc1ccc(F)cc1,.,-13,.,2%,-9,.,3%,.,.,.
COc1cccc(NC(=S)NCc2ccccn2)c1,-2%,-1,-3%,-13%,-1,3%,5%,-2%,-1,-3
COc1cccc(NC(=O)CSc2nc3ccccc3c(=O)n2Cc2cccs2)c1,-4%,-43,.,-31%,3,9%,-2%,-5%,2,30
O=C(NNc1cccc(Cl)n1)Nc1ccccc1F,-1%,5,3%,2%,2,2%,-1%,1%,-5,1
CCOCCCNC(=O)c1cc(-c2cccnc2)nc2ccc(S(=O)(=O)N3CCC(C)CC3)cc12,1%,9,-5%,-24%,-2,17%,1%,1%,.,3
Cc1ccc(C(CC(=O)N2CCCC2)c2ccccc2)c(O)c1 (stereo not given),14%,-15,0%,2%,3,-5%,1%,-4%,0,0
Cc1cccn2c(=O)c(C=C(C#N)C#N)c(N3CCN(C)CC3)nc12,5%,-14,-2%,-9%,0,-16%,15%,?,1,6
